Screening data from PubChem BioAssay.
GLP1R ag = GLP-1 receptor (human) agonism; AID 624172; P43220; HEK293 GLP-1R CRE-luciferase, luminescence, 4-6 h; cells express a hypersensitive GLP-1R form; Potency, µM (titrated, usually from 45.6 µM), inactives show top-dose activation, actives largely listed as activators; hit rate 0.007% among 380,000; further: potency means the concentration at half of the fitted maximal effect; % of control where 0% means no effect
EPAC1 antagonist = antagonists of human EPAC1; Potency, µM (top dose mostly 115 µM), without a hit: top-dose activity change, negative = inhibition, hits mostly inhibitors; hit rate 0.14% among 360,000; AID 720709; EPAC1 GEF assay, Rap1b-BODIPY-GDP exchange fluorescence; O95398;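 further: potency means the concentration at half of the fitted maximal effect; plate controls were vehicle for no effect and positive control for full effect; nearly all actives have a fitted effect of over 50% in size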
IL-2 act = activators of IL-2 | IL-2 activation reporter assay, cell-based qHTS; stimulated with anti-CD3/CD4/CD28 beads; in transgenic mouse T cells | activation, % (series mostly up to about 46 µM) | hit rate 0.065% among 360,000; in the data active means activation above about 50%; inconclusive means mostly about 30% to 49%; further: 0% is about no effect
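Quantitative HTS in unstimulated transgenic mouse T cells, with memory T cells as non-tolerant control and PMA/ionomycin as tolerance-bypass control. Compound pretreatment lasted 60 minutes before 18 h bead stimulation; EGFP/DsRed fluorescence read.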
PLK1 PBD block = blocks phosphopeptide binding to human PLK1 polo-box domain; P53350; Plk1 PBD binding of FITC phosphopeptide, fluorescence polarization; Potency, µM, without a hit: max response, negative = inhibition, actives largely listed as inhibitors; hit rate 2.8% among 360,000; AID 720504; further: potency means the concentration at half of the fitted maximal effect; series mostly up to about 57 µM; on the % scale 0 is the no-effect control and ±100 the full control effect; nearly all actives have a fitted effect of over 65% in size
PTHR1 agonist = agonists of human PTHR1 parathyroid hormone receptor. Potency, µM (top dose mostly 115 µM), for the others: at the top dose activation, most hits filed as activators. HEK293 GP2 PTHR1 cells, GloSensor cAMP luminescence, 1 h. Q03431. hit rate 0.075% among 410,000; further: potency means the concentration at half of the fitted maximal effect; nearly all actives have a fitted effect of over 55% in size; some results filed as inactive show a strong effect at the top dose; inactives centre near -15; many of its hits are not listed in these tables
Target sequence (Q03431 whole entry, looked up): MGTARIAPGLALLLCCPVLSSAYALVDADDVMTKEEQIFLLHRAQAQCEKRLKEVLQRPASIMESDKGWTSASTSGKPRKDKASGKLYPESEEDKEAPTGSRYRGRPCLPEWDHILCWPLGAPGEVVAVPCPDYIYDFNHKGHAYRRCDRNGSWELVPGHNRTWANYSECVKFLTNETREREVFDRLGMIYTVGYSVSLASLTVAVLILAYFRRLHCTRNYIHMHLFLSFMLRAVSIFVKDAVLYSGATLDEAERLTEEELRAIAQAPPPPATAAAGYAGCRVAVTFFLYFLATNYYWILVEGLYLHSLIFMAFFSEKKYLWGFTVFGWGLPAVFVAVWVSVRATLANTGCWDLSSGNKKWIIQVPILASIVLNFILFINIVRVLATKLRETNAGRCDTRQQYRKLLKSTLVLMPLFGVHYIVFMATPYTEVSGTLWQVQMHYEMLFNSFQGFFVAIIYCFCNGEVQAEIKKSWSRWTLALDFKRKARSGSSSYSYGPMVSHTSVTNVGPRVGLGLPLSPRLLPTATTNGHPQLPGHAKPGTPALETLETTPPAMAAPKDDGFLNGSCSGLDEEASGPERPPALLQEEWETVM
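HEK-293-derived GP2 cells expressing PTHR1 and a GloSensor cAMP reporter, 3,000/well, plated overnight, given luciferin plus IBMX (each 0.5 mM as added) for 1 h at 37 °C, then compound for 1 h at 37 °C. Luminescence was read after 15 min at room temperature.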
EPAC1 agonist = activates human EPAC1 exchange factor. O95398. EPAC1 agonist qHTS, biochemical assay; response scale: 100% = response to 6.5 mM cAMP. Potency, µM (top dose mostly 154 µM), for inactives: top-dose activation, hits mostly activators. hit rate 0.073% among 360,000. AID 720707; further: potency means the concentration at half of the fitted maximal effect; nearly all actives have a fitted effect of over 60% in size
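Normalized to 6.5 mM cAMP, activity reflects EPAC1-catalysed release of BODIPY-GDP from Rap1B, followed kinetically over 30 min at 480 nm excitation, 540 nm emission. Reaction contained 100 nM EPAC1, 250 nM Rap1B-BODIPY-GDP, 50 uM GDP.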
PI5P4Ka inh = PI5P4K alpha (human) kinase inhibition. AID 652105. PI5P4Kalpha enzyme, ADP-Glo luminescence, 60 min; active compounds read low. hit rate 1.2% among 330,000. max response, %. P48426; active means max response of -50% or lower; inconclusive means between -30% and -50%; inactive means -30% or higher; further: value at the top dose of about 77 µM; on the % scale 0 is the no-effect control and ±100 the full control effect
Target sequence (P48426 whole entry, looked up): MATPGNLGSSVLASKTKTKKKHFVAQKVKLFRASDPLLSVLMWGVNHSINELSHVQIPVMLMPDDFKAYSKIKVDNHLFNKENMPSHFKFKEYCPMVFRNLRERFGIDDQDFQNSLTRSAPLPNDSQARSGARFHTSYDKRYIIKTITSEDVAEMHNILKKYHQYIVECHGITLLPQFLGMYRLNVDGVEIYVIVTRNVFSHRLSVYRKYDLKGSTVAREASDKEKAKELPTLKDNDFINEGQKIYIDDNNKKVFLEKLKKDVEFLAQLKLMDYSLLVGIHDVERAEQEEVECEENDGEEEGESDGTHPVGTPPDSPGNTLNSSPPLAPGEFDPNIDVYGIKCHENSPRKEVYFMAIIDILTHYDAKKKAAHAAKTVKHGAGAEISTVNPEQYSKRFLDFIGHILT
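Controls without substrate or without enzyme flank wells where PI5P4Kalpha converts substrate using 5 microM ATP (final). Incubation lasts 60 minutes at room temperature; ADP formed is read by ADP-Glo luminescence.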
GLP-1R inv ag = acts as inverse agonist at human GLP-1 receptor. P43220. Potency, µM (top dose mostly 38.3 µM), for inactives: at the top dose activity change, negative = inhibition, usual class: inhibitors. HEK293 GLP-1R CRE-luciferase, luminescence, 24 h; GLP-1R form is constitutively active. AID 624417. hit rate 1.6% among 410,000; further: potency means the concentration at half of the fitted maximal effect; on the % scale 0 is the no-effect control and ±100 the full control effect; nearly all actives have a fitted effect of over 55% in size
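Cells are plated, allowed 12 hours at 37 deg C, then treated with compounds for 24 hr before luciferase detection reagent is added and luminescence is read after 12 min at room temperature. The HEK293 line carries constitutively active GLP-1R with a cAMP-responsive reporter.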
HEK293 tox = cytotoxicity in counter-screen for GLP-1R inverse agonists. HEK293 cAMP-luciferase reporter cells, luminescence, 24 h. Potency, µM (titrated, usually from 38.3 µM), for the others: top-dose activity change, negative = inhibition, most hits filed as inhibitors. hit rate 0.13% among 410,000;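 further: loss of luciferase light is scored as toxicity; potency means the concentration at half of the fitted maximal effect; on the % scale 0 is the no-effect control and ±100 the full control effect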
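Cells in DMEM/10% Nu serum/1% pen-strep, 1536-well format. Pre-incubated 12 h, dosed with 23 nL compound, incubated a further 24 h. Luciferase detection, 12 min at room temp, luminescence.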
Active calls of the source: *; i = inactive; ? = inconclusive; . = not tested or not shown; [ ] = another dose, or the depositor's remark. Unless noted, the call rests on the fitted dose curve; in most records, active means well fitted curve in the direction sought with a large enough effect; inconclusive means small, poorly fitted or top-dose-only effect, or another doubt; inactive means no such curve, though single readings can be large; an effect the other way counts as inactive or inconclusive.

SMILES | GLP1R ag | EPAC1 antagonist | IL-2 act | PLK1 PBD block | PTHR1 agonist | EPAC1 agonist | PI5P4Ka inh | GLP-1R inv ag | HEK293 tox
Cc1cnn(CCC(=O)NNC(=S)Nc2cccc(Cl)c2)c1 | 2% | 10% | -2.4 | -11% | ? | 5% | . | 0% | ?
O=S(=O)(N/N=C/c1ccc(F)cc1)c1ccccc1 | 6% | -16% | 0.0 | -14% | i | 12% | 3 | 17% | 9%
COCc1cccc(-c2csc(C(NC(C)=O)c3cccc(OC)c3)n2)c1 (stereo not given) | 6% | -2% | -0.1 | -2% | i | -5% | 1 | 21% | 1%
C=CC[C@@H](CC(=O)N[C@H](CO)Cc1ccccc1)C(=O)N[C@@H](C)COC(=O)[C@@H](CC=C)Cc1ccc(F)cc1 | -3% | -9% | -0.2 | 0% | -91%[inhibitor] | -10% | -1 | ? | -11%
Cc1ccc(C(=O)NCCCNC(=O)Cc2ccccc2)cn1 | 8% | 20% | -2.2 | -5% | i | 4% | 1 | 12% | 10%
COc1cc(SC)ccc1C(=O)Nc1ccc2c(c1)CCC2 | 11% | -3% | -0.5 | -3% | -19% | 10% | 20 | ? | -9%
O=C(O)C1CCN(c2ccc(S(=O)(=O)N3CCCCC3)cc2[N+](=O)[O-])CC1 | 6% | 12% | 0.2 | -16% | i | -1% | -5 | 1% | 8%
COc1ccc(S(=O)(=O)N(C)CC(=O)Nc2ccc(C(F)(F)F)cc2)cc1Cl | 3% | -2% | 22 | 6% | ? | 5% | . | 0% | 8%
O=C(N/C(=C/c1cccs1)C(=O)N1CCCC1)c1ccccc1 | 1% | -16% | 0.1 | -1% | i | -7% | -6 | 19% | 3%
CN(CCOc1ccccc1)CC(=O)Nc1ccc(Cl)c(S(=O)(=O)N(C)C)c1 | 6% | -4% | -6.6 | -4% | -25% | -1% | 1 | ? | -2%
CNC(=O)c1nc(C)n(-c2ccc([N+](=O)[O-])cc2)n1 | 6% | 14% | 0.5 | -12% | -9% | 5% | 10 | 13% | -10%
COc1ccc(Oc2nccc(OC)c2C#N)cc1 | 1% | 8% | 1.5 | 1% | i | 1% | . | 17% | 1%
C[C@H](CO)N1C[C@H](C)[C@@H](CN(C)Cc2ccc(C(=O)O)cc2)Oc2ccc(NS(C)(=O)=O)cc2C1=O | 0% | -9% | 0.0 | -14% | -23% | 6% | 1 | 11% | 8%
Cc1cc(C(=O)CSc2nc3ccccc3[nH]2)c(C)n1C | -5% | 14% | -1.7 | -19% | -12%[57.5 µM] | -2% | -6 | -26% | 0%
Cc1nn(-c2nc(-c3ccco3)cc(C(F)(F)F)n2)c(C)c1Cl | -3% | -3% | -1.4 | -6% | i | 4% | 2 | 15% | -4%
CC(C)Cn1c(N)c(C(=O)CSc2n[nH]c(N)n2)c(=O)n(C)c1=O | 11% | 13% | 1.0 | -5% | -12% | 3% | -5 | 8% | 13%
Cn1c(=O)c2c(nc3n2CCS3)n(C)c1=O | 0% | 6% | -3.3 | -9% | i | 6% | -1 | 1% | 0%
CN(C(=O)c1cccc(NC(=O)Cc2ccc(NC(=O)C3CCCN(C(=O)CCc4ccccc4)C3)cc2)c1)C1CC1 (stereo not given) | 8% | 6% | 0.6 | -13% | -42%[inhibitor] | -1% | -1 | -14% | -1%
O=C(NCc1ccccc1Cl)c1ccc2c(c1)SC1=NS(=O)(=O)CCN12 | -2% | 2% | 0.0 | -3% | 28% | -10% | -3 | 1% | -10%
O=C(CSc1n[nH]c(-c2ccccc2O)n1)NC1CCCCC1 | 5% | -14% | -0.5 | -16% | -21% | 2% | 0 | ? | -5%
O=C(CC12CC3CC(CC(C3)C1)C2)NCC(=O)OCc1cc(=O)oc2ccc3ccccc3c12 | 12% | -17% | -3.4 | 33%[activator] | i | -11% | -1 | 28% | -2%
Cc1ccc2[nH]c3c(c2c1)CC/C(=C/c1ccccc1)C3=O | -3% | 1% | -1.3 | 1% | i | 10% | . | 41%[activator] | -10%
O=C(COC(=O)C1CC1)Nc1c(Cl)cccc1C(F)(F)F | -8% | -14% | 1.7 | 0% | i | -40%[inhibitor] | -1 | 3% | -7%
CCC(C)(C)NC(=O)CN(Cc1cccs1)C(=O)CNS(=O)(=O)c1ccc(C)cc1 | 0% | 10% | 0.2 | -2% | -9% | -3% | 17 | -9% | -19%
CCOc1ccccc1OCCCC(=O)N1CCN(S(=O)(=O)c2ccccc2C#N)CC1 | 10% | -6% | 0.1 | -18% | i | 18% | 0 | -12% | 4%

Some of these compounds in order of their number in PI5P4Ka inh, ascending.
| structure | PI5P4Ka inh |
| --- | --- |
| O=C(O)C1CCN(c2ccc(S(=O)(=O)N3CCCCC3)cc2[N+](=O)[O-])CC1 | -5 |
| CN(C(=O)c1cccc(NC(=O)Cc2ccc(NC(=O)C3CCCN(C(=O)CCc4ccccc4)C3)cc2)c1)C1CC1 (stereo not given) | -1 |
| C[C@H](CO)N1C[C@H](C)[C@@H](CN(C)Cc2ccc(C(=O)O)cc2)Oc2ccc(NS(C)(=O)=O)cc2C1=O | 1 |
| O=S(=O)(N/N=C/c1ccc(F)cc1)c1ccccc1 | 3 |
| CNC(=O)c1nc(C)n(-c2ccc([N+](=O)[O-])cc2)n1 | 10 |
| COc1cc(SC)ccc1C(=O)Nc1ccc2c(c1)CCC2 | 20 |

Going on with the list.
SMILES | GLP1R ag | EPAC1 antagonist | IL-2 act | PLK1 PBD block | PTHR1 agonist | EPAC1 agonist | PI5P4Ka inh | GLP-1R inv ag | HEK293 tox
COc1ccc(CCN(C)CCN2C(=O)c3ccccc3C2=O)cc1OC | 8% | 7% | -0.3 | 1% | i | 2% | 1 | 4% | -5%
CCOc1cc(/C=N/NC(=O)c2c(-c3ccccc3)noc2C)ccc1O | 15% | 14% | -0.5 | 4% | i | 8% | -8 | 0% | 4%
CCN(CC)c1ccc(C=NCCNS(=O)(=O)c2ccc(C)cc2)cc1 | 11% | -4% | 0.4 | -2% | i | -7% | -5 | 2% | 1%
CCc1cccc(CC)c1C(O)c1cccnc1 (stereo not given) | -1% | 6% | 0.2 | -7% | i | 6% | 2 | -8% | -12%
COc1ccc(S(=O)(=O)n2nc(C)cc2C)c(C)c1C | 1% | 10% | -1.4 | -7% | -33%[inhibitor] | -4% | . | 0% | 7%
CCC1Oc2ccccc2N(CC(=O)NCc2cccs2)C1=O (stereo not given) | 1% | -1% | 4.7 | -5% | i | 5% | -2 | -16% | 2%
O=C(CSc1nc(-c2ccccc2)cs1)Nc1ccccc1[N+](=O)[O-] | -2% | -12% | -1.6 | -6% | -8% | 7% | 9 | ? | -5%
COc1ccc(-c2nc3ccccc3[nH]2)cc1 | -5% | 9% | -1.9 | 0% | -22% | -3% | . | ? | 13%
CCc1ccc(CN(C)C(=O)c2cc(COc3cccc4cnccc34)on2)cc1 | 16% | -18% | 0.3 | -11% | -32%[inhibitor] | 8% | 2 | ? | -11%
COC(=O)c1ccc(NC(=O)CO/N=C2\CCCc3nonc32)cc1 | 0% | 6% | 1.1 | -6% | i | 5% | ? | 2%[7.66 µM] | 7%[7.66 µM]
Cc1nn2c(NCCCN(C)C)c3c(nc2c1-c1ccccc1)CCCC3 | 20% | -7% | -3.9 | -6% | -7% | 6% | 9 | ? | ?
N#Cc1c(NC(=S)NC(=O)c2ccccc2)sc2c1CCC2 | 8% | 12% | -0.4 | ? | -5% | -5% | -30 | 53%[activator] | 4%
COc1cccc(N2CCN(c3nc(C)cc(=O)[nH]3)CC2)c1 | -6% | -19% | -1.0 | -14% | -3% | 0% | 0 | -12% | 4%
CCN(CC(=O)Nc1c(F)cccc1F)C(=O)c1nn(C)c(=O)c2ccccc12 | 6% | 8% | 0.7 | -5% | -1% | 12% | 1 | 14% | 2%
CCN(CC)S(=O)(=O)c1ccc(N2CCOCC2)c(NC(=O)c2cc(-c3ccccn3)nc3ccccc23)c1 | -3% | -22% | -0.6 | -3% | i | 12% | 5 | 0%[0.307 µM] | -9%[0.307 µM]
COCc1cc(C)nc(N2CCCCC2)c1C#N | 5% | -19% | -2.0 | 1% | i | 0% | -1 | -5% | -3%
CC(C)N1CCc2c(sc(NC(=O)c3nc4ccccc4s3)c2C(N)=O)C1 | 0% | -1% | 6.0 | -19% | i | -2% | -22 | 4% | -16%
C=CCOc1cc(OC)c(OC)c(OC)c1 | 5% | -16% | 0.7 | -12% | -36%[inhibitor] | -7% | -2 | 1% | -2%
CCCCn1nnnc1C(c1ccccc1)N1CCN(c2ncc(C(F)(F)F)cc2Cl)CC1 (stereo not given) | 1% | -7% | -1.0 | -4% | -34% | -23% | 7 | ? | 7%
COc1ccccc1CNC(=O)c1[nH]c(C)c(C(C)=O)c1C | 6% | -4% | 0.7 | 3% | -18% | 5% | 4 | 18% | 1%
O=C(c1cc(Cl)cc(Cl)c1)N1CCC2CC1c1cc(N3CCCCC3)ccc12 (stereo not given) | 6% | 13% | -2.7 | 8% | -37%[inhibitor] | 1% | -6 | -11% | 0%
CSc1nc2ccc(NC(=O)C3CCCO3)cc2s1 (stereo not given) | 3% | 18% | -3.4 | -3% | ? | 8% | -3 | 4% | -3%
Cc1occc1-c1nnc(SCC(=O)c2c(N)n(Cc3ccccc3)c(=O)n(C)c2=O)n1C | -4% | -11% | 0.6 | -2% | i | 11% | 1 | -6% | -9%

2 entries from above, as labelled records.
smiles: CC(C)N1CCc2c(sc(NC(=O)c3nc4ccccc4s3)c2C(N)=O)C1
  GLP1R ag: 0%
  EPAC1 antagonist: -1%
  IL-2 act: 6.0
  PLK1 PBD block: -19%
  PTHR1 agonist: i
  EPAC1 agonist: -2%
  PI5P4Ka inh: -22
  GLP-1R inv ag: 4%
  HEK293 tox: -16%

smiles: C=CCOc1cc(OC)c(OC)c(OC)c1
  GLP1R ag: 5%
  EPAC1 antagonist: -16%
  IL-2 act: 0.7
  PLK1 PBD block: -12%
  PTHR1 agonist: -36%[inhibitor]
  EPAC1 agonist: -7%
  PI5P4Ka inh: -2
  GLP-1R inv ag: 1%
  HEK293 tox: -2%

The list is partial; rates above refer to the full screens.
